High-throughput results deposited in PubChem by several laboratories.
SMARCA2 act = SMARCA2 function activation, primary screen | activation, % at 9.1 µM | MG213 cells, MMTV-luciferase reporter, dexamethasone, overnight | actives 1% (n = 370,000) | AID 652017; in the data active = activation above about 7.8%;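 note: 0% = vehicle wells and 100% = reference activator wells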
HGIII-sPLA2 inh = Blocks human group III sPLA2 activity. Q9NZ20. QFRET BODIPY PC-A2 liposome hydrolysis, fluorescence. inhibition, % at 12.2 µM. actives 0.56% (n = 370,000);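 active = inhibition above mean plus 3 SD of compounds lying within the high and low control bounds, cut at about 19% in these data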;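 note: 0% = median of test compound wells and 100% = no enzyme DMSO wells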
hgDAF-12 ag = agonists of H. glycines DAF-12 nuclear receptor; HEK293 GAL4-hgDAF12 UAS-luciferase reporter, agonist luminescence; normalized to butyrate control; activation, % at 6.8 µM; actives 1.8% (n = 370,000);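 active = activation above a cutoff set at the mean of all screened compounds plus 3 SD, cut at about 10% in these data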;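 note: 0% = DMSO wells and 100% = sodium butyrate wells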
PLC-beta3 inh = blocks human PLC-beta3 enzyme activity. Purified PLC-beta3, fluorogenic substrate, fluorescence. Q01970. inhibition, % at 12.2 µM. AID 720704. actives 0.18% (n = 370,000); in the data active = inhibition above about 11%;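 note: 0% = median of compound wells on plate and 100% = full blocker control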
DAX1 inh-1 = inhibits human nuclear receptor DAX1 | P51843 | HEK293 Gal4-DAX1 luciferase reporter, luminescence | inhibition, % at 6.75 µM | actives 0.99% (n = 340,000) | AID 504766;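 active = inhibition above the mean over all tested compounds plus 3 SD, cut at about 4.2% in these data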;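 note: 0% = DAX1-transfected cells with DMSO and 100% = empty-vector control cells with DMSO; inhibition shows as a rise in luminescence from relieved DAX1 repression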
Target sequence (P51843 207-470 limits assumed): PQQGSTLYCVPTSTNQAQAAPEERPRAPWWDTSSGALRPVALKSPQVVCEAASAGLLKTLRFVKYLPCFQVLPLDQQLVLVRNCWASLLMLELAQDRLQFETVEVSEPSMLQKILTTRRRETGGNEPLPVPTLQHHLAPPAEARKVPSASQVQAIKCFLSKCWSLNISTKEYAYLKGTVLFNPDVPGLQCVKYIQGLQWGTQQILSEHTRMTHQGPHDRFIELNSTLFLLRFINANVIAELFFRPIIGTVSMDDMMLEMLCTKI
Rev-erbA mod = modulators of human Rev-erb alpha DNA binding; Rev-erbα–FITC-DNA binding, fluorescence polarization, 90 min; activity, % at 10 µM; actives 0.79% (n = 370,000);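 active = activity above about 14%, limit read from the data; passing the limit was not always enough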;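 note: 0% = DMSO wells with 35 nM protein and 100% = DMSO wells with 750 nM protein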
Target sequence (P20393 whole entry, looked up): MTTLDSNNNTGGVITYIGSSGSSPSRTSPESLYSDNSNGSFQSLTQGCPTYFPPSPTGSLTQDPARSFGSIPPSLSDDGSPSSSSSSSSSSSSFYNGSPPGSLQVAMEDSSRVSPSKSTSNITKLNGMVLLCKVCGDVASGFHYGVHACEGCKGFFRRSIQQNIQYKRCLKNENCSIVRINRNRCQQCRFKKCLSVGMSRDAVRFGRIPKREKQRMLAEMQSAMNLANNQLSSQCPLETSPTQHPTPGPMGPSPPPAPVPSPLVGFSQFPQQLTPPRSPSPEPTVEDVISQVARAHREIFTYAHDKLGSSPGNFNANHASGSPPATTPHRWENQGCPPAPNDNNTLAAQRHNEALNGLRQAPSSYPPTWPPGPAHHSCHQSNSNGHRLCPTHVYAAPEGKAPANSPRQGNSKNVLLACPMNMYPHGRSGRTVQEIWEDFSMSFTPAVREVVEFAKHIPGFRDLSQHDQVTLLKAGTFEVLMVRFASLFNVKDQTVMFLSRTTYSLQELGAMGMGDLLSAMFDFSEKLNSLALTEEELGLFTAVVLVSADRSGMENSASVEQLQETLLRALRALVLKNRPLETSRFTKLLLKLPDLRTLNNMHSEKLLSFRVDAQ
GAA850 FXN act = increases GAA850 frataxin promoter reporter activity. HEK293 lucGAA850 FXN promoter luciferase reporter, 24 h; percent of 10 µM SAHA response. activation, % at 6 µM. actives 0.56% (n = 360,000);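 active = activation above the average of all compounds screened plus 3 SD, cutoff fixed separately per campaign, cut at about 7.5% in these data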;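 note: 0% = DMSO wells and 100% = 10 µM SAHA wells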
ssDAF12 agonist = S. stercoralis DAF-12 activation, primary screen; HEK293 ssDAF-12/GRIP1 lit1-tk-luc reporter, luminescence; % of 3 µM dafachronic acid response; activation, % at 6.8 µM; actives 1% (n = 370,000);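 active = activation above the mean over all tested compounds plus 3 SD, cut at about 0.9% in these data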;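 note: 0% = DMSO-only wells and 100% = 3 µM delta7-dafachronic acid wells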
PG9 binder = small molecules binding HIV-1 gp120 antibody PG9; TR-FRET gp120-PG9 antibody binding; inhibition, % at 6.7 µM; actives 0.43% (n = 360,000); AID 624416; in the data active = inhibition above about 8.5%
hcDAF-12 act = H. contortus DAF-12 activation, primary screen. HEK293 hcDAF-12 lit1-tk-luc reporter, luminescence; 0% DMSO, 100% Δ7-dafachronic acid. AID 652067. actives 1.4% (n = 370,000). activation, % at 6.8 µM;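 active = activation above the mean of all tested compounds plus 3 SD, cut at about 5.5% in these data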;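 note: 100% = response to 3 µM Δ7-dafachronic acid high control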
DAX1 inh-2 = blocks DAX1 repression of SF-1 activated StAR promoter | HEK293T StAR-luciferase reporter, SF-1/DAX-1 repression relief | AID 652010 | actives 1.1% (n = 370,000) | inhibition, % at 6.8 µM;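 active = inhibition above the mean over all tested compounds plus 3 SD, cut at about 3.6% in these data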;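 note: 0% = DAX-1 cells with DMSO and 100% = cells lacking DAX-1 with DMSO; higher inhibition means more luminescence from relief of DAX-1 repression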
* hit, by the source's call; . = not tested or not shown. Hits appear at their usual frequency. Share with any hit: about 7%.

SMILES	SMARCA2 act	HGIII-sPLA2 inh	hgDAF-12 ag	PLC-beta3 inh	DAX1 inh-1	Rev-erbA mod	GAA850 FXN act	ssDAF12 agonist	PG9 binder	hcDAF-12 act	DAX1 inh-2
O=C(O)c1ccccc1N1C(=O)c2cccc3cccc(c23)C1=O	0	2	-0.9	1	-0.7	6	0.3	-1.8	0.8	0.1	-0.1
CCCn1c(CN2CCN(C(=O)c3ccco3)CC2)nc2c1c(=O)n(C)c(=O)n2C	-2	3	-1.4	-2	2.0	-3	-2.5	-1.1	-0.3	-1.5	0.5
COC(=O)c1cc(OC)c(OC)cc1NC(=O)Nc1ccc(OC)cc1OC	-1	0	-1.5	-24	0.3	0	-1.1	-1.0	1.6	-0.6	-0.1
O=C(COC(=O)C1CCN(c2ccc(C(F)(F)F)cn2)CC1)Nc1cc(F)ccc1F	0	-3	2.9	-11	-0.4	-2	0.3	-1.0	0.7	-0.7	-0.2
O=C(c1ccco1)N1CCN(C(=O)c2[nH]c(C(F)(F)F)nc2-c2ccccc2)CC1	-1	2	1.7	1	.	-5	.	0.2	-0.8	3.1	0.5
O=C(NC1CC2CCC1C2)C1COc2ccccc2O1 (stereo unspecified)	-3	-1	-1.9	5	1.5	2	4.1	0.0	0.4	0.4	0.5
O=C1N(Cc2cccnc2)C[C@@H]2C[C@@H](c3ccc(-c4ccccc4)cc3)N3CCC[C@@]123	-3	1	0.1	-9	0.5	-2	0.1	-2.0	-2.2	-1.4	-1.3
CC(C)(C)[C@H]1COC(=O)CC/C=C\C[C@@H](CC(=O)N(CCO)Cc2ccccc2)C(=O)N1	0	7	0.2	3	0.4	-1	-0.8	-0.7	0.6	-1.1	-0.6
COc1ccc(C(O)P(=O)(O)CCc2ccccc2)cc1 (stereo unspecified)	1	1	2.1	0	-0.7	-4	1.9	-0.9	1.1	-1.5	-0.4
O=C(NN=C(c1ccccc1)c1ccccc1)C(CCl)C1CCCCC1 (stereo unspecified)	0	-3	3.8	-3	-0.1	1	1.0	-1.4	0.3	1.6	0.0
C1CCN2C[C@@H]3C[C@@H](CN4CCCC[C@@H]34)[C@H]2C1	-4	2	-3.1	-8	0.2	-11	1.5	-0.8	-1.0	0.1	-0.5
CCc1cccc(C)c1NC(=O)CSc1nc(-c2ccccc2F)nc2nc[nH]c12	-2	-39	-1.0	-24	-0.5	2	-1.2	-1.2	1.6	1.7	-0.3
O=C(CN1C(=O)c2ccccc2S1(=O)=O)c1ccc(Cl)cc1Cl	-7	-19	-17	-5	-4.9	3	-15	-2.9	-1.7	-8.6	-12
CCOC(=O)/C=C/C(=O)OCC(=O)Nc1cccc(Br)c1	1	-3	0.7	-6	0.4	-3	0.6	-1.7	0.0	-0.6	0.5
O=C(Nc1cccc2nsnc12)c1ccc2c(c1)OCCO2	8.8*	-3	9.6	-406	0.9	-3	0.4	0.1	-0.7	5.6*	1.9
Cc1c(C(=O)N2CCCCC2)c(S(=O)(=O)NCc2ccc(Cl)cc2)c(C)n1C	3	-1	-0.8	-6	0.2	-8	1.8	-1.2	-2.7	-2.0	-2.2
O=C1CCC(C(=O)N2CCN(c3cnccn3)CC2)CN1CCc1ccc(Cl)cc1 (stereo unspecified)	2	-2	1.6	-62	0.7	6	-1.4	-0.7	-1.9	-0.5	-1.4
COC(=O)c1cccc(Oc2cccc(Cl)n2)c1	-3	6	-3.6	-1	0.1	4	3.5	-1.5	-2.3	-1.6	-0.3
CCCn1c(SCC(=O)Nc2cc(C)on2)nc2c1c(=O)n(C)c(=O)n2C	-4	3	1.0	2	1.0	-3	0.3	-1.2	1.1	-0.7	0.4
O=S1(=O)N[C@@H](Cc2ccccc2)COc2cc(N3CCSCC3)ccc21	-2	-4	-0.8	0	.	-4	.	-0.4	0.0	-0.2	1.1
COc1cc(NC(=S)NCc2ccc(S(N)(=O)=O)cc2)cc(OC)c1	-1	-4	-4.0	1	-0.2	-1	-0.7	-0.7	-1.2	-1.0	-0.6
COc1cccc(OC)c1C(=O)OCC(=O)/C(C#N)=C(\C)N	-4	7	-2.8	0	-0.7	2	2.4	-0.8	-0.1	-1.0	0.0
CCOC(=O)CSc1nc2ccc(C)cc2cc1C#N	7	1	14*	-9	3.8	11	3.4	0.5	0.6	8.9*	5.6*
COc1ccccc1-n1c(=S)sc2c(=O)n(Cc3ccco3)c(SC)nc21	1	-2	-1.5	-1	-0.6	4	1.4	-1.2	-1.5	-0.8	0.0
O=C(NS(=O)(=O)c1ccccc1)c1ccccc1	-3	1	1.8	-2	0.9	-2	-0.1	-1.1	-2.5	-0.3	-0.1
C[C@H]1C(=O)N(c2ccccc2)[C@@H]1c1ccccc1	-4	6	1.6	1	0.3	1	-0.8	-0.8	-1.7	-1.3	0.3
CCN(CC)S(=O)(=O)c1ccc(Cl)c(NC(C)=O)c1	-1	0	-0.1	-5	0.0	3	3.3	-0.6	-0.2	-0.7	0.0
COc1ccccc1CNC(=O)COC(=O)c1cnc(C)cn1	-5	12	-2.5	-5	2.5	-10	1.6	-1.3	1.5	-1.1	-0.8
COC(=O)COc1ccc(S(=O)(=O)NCc2ccc3c(c2)OCO3)cc1C	-1	-5	-0.4	-2	-0.5	3	0.0	-1.0	0.4	0.4	-0.3
O=C(NNS(=O)(=O)c1ccc([N+](=O)[O-])cc1)C(=O)Nc1cccc(C(=O)O)c1	0	2	0.7	4	0.3	0	2.7	-0.6	-2.1	-0.3	-0.6
O=C(NC(=S)N1CCN(c2ccc(C(F)(F)F)cc2[N+](=O)[O-])CC1)c1cccs1	-3	31*	-2.6	-8	-1.3	1	-4.5	-0.5	-0.9	0.7	-0.3
CNc1nc(-c2ccc(S(=O)(=O)N3CCCCC3)cc2)cs1	-3	-8	3.2	-447	-0.3	6	1.1	-1.2	0.9	-1.3	-0.8
COc1ccc(NC(=O)COC(=O)Cn2c(C)nc3ccccc32)cc1OC	2	-4	-0.6	2	2.1	0	-0.1	-0.9	-0.7	-1.2	1.3
COC(=O)C1C(=O)/C(=C/N(C)C)C(=O)CC1(C)C (stereo unspecified)	1	1	-1.6	-5	-1.3	2	2.3	-0.9	-0.7	-2.1	-0.1
CCn1c(SCc2cccc(F)c2)nnc1-c1ccncc1	0	-1	1.5	5	1.1	-2	-0.9	-1.5	1.1	-1.8	0.1
CCOC(=O)C1(Cc2ccccc2C)CCCN(C(=O)c2cc(CC)nn2C)C1 (stereo unspecified)	2	-6	-1.2	-5	2.5	0	-2.7	-1.4	0.4	-0.2	1.3
O=C(CCC(=O)N1CCCCC1)Nc1nnc(C2CCCCC2)s1	0	-6	-1.1	-4	0.1	-4	-0.2	-1.1	-2.2	-0.8	0.8
C=CCn1cnc2c(c1=O)c1nc3ccccc3nc1n2/N=C/c1ccccn1	-3	4	-0.1	-4	0.2	-1	-0.9	-0.9	-0.9	-1.7	-1.0
NS(=O)(=O)c1ccc(CNC(=O)/C=C/c2ccccc2)cc1	-1	12	0.1	1	0.4	1	1.5	-1.5	0.1	-0.1	0.3
COC(CNC(=O)[C@H](CSCc1ccccc1)N1Cc2ccccc2C1=O)OC	-1	6	-1.9	-1	-1.6	5	-0.6	-0.9	-2.0	3.0	-0.5
O=C(CCN1C(=O)/C(=C\c2ccccc2F)SC1=S)Nc1ccc(C(=O)O)c(O)c1	1	-58	0.6	-11	1.7	-4	0.7	-0.6	-3.3	0.3	3.9*
S=C(NC1CCCCC1)N1CCN(c2ncccn2)CC1	3	6	-1.1	-5	0.9	6	2.6	-0.7	-1.9	-1.6	-1.2
O=C(N/C(=C\c1ccc(Cl)cc1)C(=O)N1CCCCC1)c1ccco1	-2	9	-3.4	-7	-0.2	2	1.1	-1.0	0.5	-3.1	-0.6
CCOC(=O)C1(CCOC)CCN(Cc2ccncc2)CC1	-2	2	-3.3	-6	0.5	-6	-0.7	-1.2	0.6	-0.4	0.7
N#Cc1ccccc1OCC(=O)Nc1ccc2c(c1)OCO2	9.0*	-5	20*	3	3.7	0	0.9	0.5	-0.6	1.9	5.9*
COc1ccc(C(=O)NCCS(=O)(=O)N2CCCC2)cc1	-3	8	5.8	0	0.4	-2	-0.6	0.5	-0.9	6.1*	3.5
O=C(Nc1ccc(N2CCOCC2)cc1)c1ccc2ncsc2c1	0	7	7.4	-6	-0.6	-8	3.6	-0.1	0.2	2.1	2.6
Cc1ccc(-c2nnc(SCC(=O)NC3CCCc4ccccc43)n2N)cc1 (stereo unspecified)	0	0	1.2	3	-0.5	-7	0.6	-1.7	0.1	1.3	0.5
COc1ccc2oc(-c3ccc(C)c(NC(=O)c4ccc(N5CCOCC5)c([N+](=O)[O-])c4)c3)nc2c1	7	2	11*	-9	0.6	-16	1.0	0.0	-0.5	3.4	2.0
Cc1ccccc1NC(=S)NC(NC(=O)C(C)(C)C)C(Cl)(Cl)Cl (stereo unspecified)	-6	-5	0.0	0	1.6	-3	-1.8	0.2	-0.7	-0.5	-0.3
CCCOc1ccc(Cn2c(=O)oc3ccc(C)cc32)cc1	-1	0	1.3	-2	-0.1	-5	-1.2	-1.4	0.7	0.1	-1.5
COCCCn1c(C)nnc1SCC(=O)Nc1ccc(C(C)=O)cc1	-2	4	-0.6	-6	0.2	0	0.2	-1.2	-3.6	0.6	0.2
O=C(Nc1ccc(OCC(=O)N2CCN(S(=O)(=O)c3ccccc3)CC2)cc1)c1ccco1	-3	-3	0.0	-1	-1.2	0	-2.1	-0.6	-0.8	-2.2	0.0
CC[C@@]1(C(=O)OC)N[C@H](CN(C)C(=O)Nc2ccccc2)[C@@H]2C(=O)N(C)C(=O)[C@@H]21	-2	-4	4.1	0	-0.3	0	-0.4	-1.1	0.1	0.6	-0.8
CCOC(=O)N1CCN(C(=O)c2ccc(CS(=O)c3ccccc3)o2)CC1 (stereo unspecified)	-3	4	0.5	-4	0.1	-2	-0.2	-1.1	-1.9	-1.9	0.0
CCc1ccc2nc(NC(=O)c3cc(C)on3)sc2c1	3	-5	12*	-25	-2.1	2	-1.7	-0.4	1.1	5.2	-0.8
O=C(/C=C/c1ccccc1O)c1ccco1	2	-9	1.6	-5	-0.4	3	0.5	-1.4	-3.9	-2.8	0.1

Limited to hgDAF-12 ag, for some of the entries so far:
SMILES	hgDAF-12 ag
O=C(Nc1ccc(N2CCOCC2)cc1)c1ccc2ncsc2c1	7.4
Cc1ccc(-c2nnc(SCC(=O)NC3CCCc4ccccc43)n2N)cc1 (stereo unspecified)	1.2
COc1ccc2oc(-c3ccc(C)c(NC(=O)c4ccc(N5CCOCC5)c([N+](=O)[O-])c4)c3)nc2c1	11*
